# Compound activity from PubChem.
# EPAC1 antagonist – EPAC1 (human) antagonism. O95398. EPAC1 GEF assay, Rap1b-BODIPY-GDP exchange fluorescence. Potency, µM (highest dose often 115 µM), for inactives: at the top dose activity change, negative = inhibition, usual class: inhibitors. hit rate 0.14% among 360,000;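 also: potency is read from the fitted curve at half-maximal effect; plate controls were vehicle for no effect and positive control for full effect; nearly all actives have a fitted effect of over 50% in size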
# FUS suppressor – suppressors of FUS proteinopathy in yeast; S. cerevisiae FUS-expressing, growth rescue, OD600, 24 h; Potency, µM (top dose mostly 76.6 µM), inactives show top-dose growth rescue (activation), hits mostly activators; hit rate 0.24% among 390,000; AID 1347120;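 also: potency is read from the fitted curve at half-maximal effect; plate controls were DMSO vehicle for no effect and reference control for full effect; nearly all actives have a fitted effect of over 55% in size; some results filed as inactive show a strong effect at the top dose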
#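 Steps: raffinose overnight preculture; dilution to OD 0.005 in 2% galactose minimal medium; compound addition (concentration series); 24hr at 30C, 99% humidity; absorbance read at 600 nm.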
# PLK1 PBD inh – PLK1 (human) polo-box domain binding inhibition | hit rate 2.8% among 360,000 | AID 720504 | P53350 | Potency, µM, for the others: max response, negative = inhibition, hits mostly inhibitors | Plk1 PBD binding of FITC phosphopeptide, fluorescence polarization; also: potency is read from the fitted curve at half-maximal effect; series mostly up to about 57 µM; % is scaled to controls: 0 for no effect and ±100 for the full control effect; nearly all actives have a fitted effect of over 65% in size
# Target sequence (P53350 whole entry, looked up, the tested form may be a part): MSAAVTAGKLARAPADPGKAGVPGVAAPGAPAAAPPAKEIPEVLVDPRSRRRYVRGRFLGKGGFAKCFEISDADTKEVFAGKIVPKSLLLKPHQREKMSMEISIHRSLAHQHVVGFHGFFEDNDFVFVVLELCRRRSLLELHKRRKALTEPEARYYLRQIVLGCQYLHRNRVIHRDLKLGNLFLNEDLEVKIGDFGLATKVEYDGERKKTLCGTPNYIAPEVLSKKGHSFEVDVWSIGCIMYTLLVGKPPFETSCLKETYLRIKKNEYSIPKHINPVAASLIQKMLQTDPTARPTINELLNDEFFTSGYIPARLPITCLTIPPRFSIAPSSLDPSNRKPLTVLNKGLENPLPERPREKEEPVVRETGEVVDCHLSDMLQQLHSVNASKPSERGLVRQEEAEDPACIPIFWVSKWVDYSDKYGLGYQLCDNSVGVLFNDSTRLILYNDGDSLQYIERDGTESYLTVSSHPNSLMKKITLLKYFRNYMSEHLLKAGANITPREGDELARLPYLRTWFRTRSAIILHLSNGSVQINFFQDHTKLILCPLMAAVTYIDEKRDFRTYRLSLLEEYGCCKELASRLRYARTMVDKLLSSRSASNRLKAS
# WRN inhibitor – WRN helicase (human) inhibition; Q14191; WRN helicase unwinding, fluorescent forked duplex, kinetic; Potency, µM (doses to about 114 µM), for inactives: at the highest dose activity change, negative = inhibition, usual class: inhibitors; hit rate 0.46% among 360,000; AID 651768; also: potency is read from the fitted curve at half-maximal effect; % is scaled to controls: 0 for no effect and ±100 for the full control effect; nearly all actives have a fitted effect of over 55% in size
#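 WRN at 20 nM final preincubated with compound 15 min at room temperature; reaction started with 100 nM fluorophore/quencher forked duplex oligonucleotide and 2 mM ATP final. Unwinding followed kinetically by red fluorescence (ex 525, em 598 nm).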
# IL2 activator – IL-2 activation | hit rate 0.065% among 360,000 | AID 652025 | IL-2 activation reporter assay, cell-based qHTS; stimulated with anti-CD3/CD4/CD28 beads; in transgenic mouse T cells | activation, % (series mostly up to about 46 µM); in the data active = activation above about 50%; inconclusive = mostly about 30% to 49%; also: 0% is about no effect
#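 Readout: EGFP and DsRed signals by fluorescent plate cytometry. Unstimulated transgenic mouse T cells received compound 60 min before antibody-bead stimulation, then incubated 18 h at 37 degrees C.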
# PI5P4Ka inh – PI5P4K alpha (human) kinase inhibition | PI5P4Kalpha enzyme, ADP-Glo luminescence, 60 min; hits give low values | AID 652105 | P48426 | max response, % | hit rate 1.2% among 330,000; active = max response of -50% or lower; inconclusive = between -30% and -50%; inactive = -30% or higher; also: value at the top dose of about 77 µM; % is scaled to controls: 0 for no effect and ±100 for the full control effect
# Target sequence (P48426 whole entry, looked up): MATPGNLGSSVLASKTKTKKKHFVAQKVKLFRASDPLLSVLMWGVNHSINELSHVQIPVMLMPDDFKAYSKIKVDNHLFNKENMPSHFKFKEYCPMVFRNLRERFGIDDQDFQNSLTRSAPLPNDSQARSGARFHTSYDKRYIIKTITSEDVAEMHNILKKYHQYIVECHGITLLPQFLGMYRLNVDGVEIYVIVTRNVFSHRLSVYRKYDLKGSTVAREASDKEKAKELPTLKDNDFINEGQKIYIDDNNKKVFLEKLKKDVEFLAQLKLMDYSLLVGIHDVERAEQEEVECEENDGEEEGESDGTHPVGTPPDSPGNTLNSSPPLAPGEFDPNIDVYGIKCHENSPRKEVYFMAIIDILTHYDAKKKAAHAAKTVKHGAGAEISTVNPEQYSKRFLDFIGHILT
#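 Quantitative HTS of the MLSMR library against PI5P4Kalpha with substrate. ATP added last at 5 microM final; room temperature, 60 minutes. Remaining ATP depleted, ADP converted and read as luminescence.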
# EPAC1 ag – agonists of human EPAC1. O95398. EPAC1 agonist qHTS, biochemical assay; response scale: 100% = response to 6.5 mM cAMP. Potency, µM (titrated, usually from 154 µM), for inactives: top-dose activation, most hits filed as activators. hit rate 0.073% among 360,000. AID 720707; also: potency is read from the fitted curve at half-maximal effect; nearly all actives have a fitted effect of over 60% in size
#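 Nucleotide exchange by EPAC1 (100 nM) on Rap1B–BODIPY-GDP (250 nM) in the presence of 50 uM GDP is tracked fluorescently at 480/540 nm over 30 min. Signals are normalized to a 6.5 mM cAMP control.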
# Abeta yeast res – restores growth of yeast expressing A-beta42 peptide | yeast expressing A-beta42, growth rescue, OD600, 48 h; response scale: 0% DMSO, 100% iron-clioquinol control | Potency, µM (highest dose often 46.1 µM), for inactives: at the top dose growth rescue, hits mostly activators | hit rate 0.063% among 410,000; also: potency is read from the fitted curve at half-maximal effect; nearly all actives have a fitted effect of over 55% in size
#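 Yeast A-beta toxicity model in growth medium with pinned compounds, 48 h at 30 C; growth read as absorbance at 600 nm. Normalized to FeCl3/clioquinol equimolar mix (positive) and DMSO (negative).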
# * = called active by the depositor; ? = inconclusive; / = not tested or not shown; [ ] = another dose, or the depositor's remark. Unless noted, calls follow the shape of the dose curve; as a rule, active = well fitted curve in the direction sought with a large enough effect; inconclusive = small, poorly fitted or top-dose-only effect, or another doubt; inactive = no such curve, though single readings can be large; an effect the other way counts as inactive or inconclusive.
SMILES,EPAC1 antagonist,FUS suppressor,PLK1 PBD inh,WRN inhibitor,IL2 activator,PI5P4Ka inh,EPAC1 ag,Abeta yeast res
COc1ccc(N2CCN(C(=O)[C@H](C)NC(=O)c3ccccc3Cl)CC2)cc1,17%,13%,-6%,-4%,-0.4,-3,7%,-4%
COc1ccc(Sc2ccc(NC(=O)c3cccc(Cl)c3)cc2C#N)cc1,-6%,-7%,2%,0%,-0.5,14,6%,-12%
Cc1ccc(-n2nnnc2Sc2nc([N+](=O)[O-])nn2C)c(C)c1,3%,-5%,1%,8%,0.6,-5,-1%,8%
O=C(CCc1nnc(CCc2ccccc2)o1)N1CCCC1c1nccs1 (stereo not given),1%,9%,-4%,-5%,0.0,-1,-4%,-1%
CCCNC(=O)C(Cc1ccc(F)cc1)NC(=O)c1ccc(C#N)cc1 (stereo not given),2%,-16%,-12%,2%,0.7,-3,-7%,-8%
CN1CCN(C(=O)c2ccc3nc(-c4ccccc4)c(-c4ccccc4)nc3c2)CC1,7%,7%,-21%,1%,-0.6,0,-6%,-13%
Cc1ccc(NC(=S)N2CCC(NC(=O)c3ccc(F)cc3)CC2)cc1,-10%,-28%,-6%,5%[57.1 µM],-0.3,-2,11%,1%
O=C(NCc1nc2ccccc2[nH]1)C1=C[C@H](c2coc3ccccc3c2=O)C[C@H](OCc2ccc(CO)cc2)O1,-18%,24%,4%,-5%,0.2,-1,2%,9%
O=C(Nc1ccccc1C(=O)NC1CCCCC1)c1ccccc1,5%,22%,3%,0%,-1.4,15,-8%,5%
CCCC(=O)N1CCC1(C)C(=O)Nc1ccc2nccnc2c1 (stereo not given),-4%,-17%,-6%,1%,-0.3,-8,-3%,6%
NS(=O)(=O)c1ccc(Nc2nc3ccccc3nc2NS(=O)(=O)c2cccc([N+](=O)[O-])c2)cc1,?,-13%,?,-15%,-3.2,-20,-13%,-2%
Cc1c(C(=O)NCC(C)C)sc2nc(-c3ccc(F)cc3)cn12,4%,-18%,-12%,-1%,-3.4,1,0%,-8%
COc1ccc(CCNC(=O)c2ccc3ccccc3n2)cc1,10%,20%,-17%,2%,-0.8,10,16%,-17%
Cc1ccc(-c2ccc(SCC(=O)c3ccccc3)nn2)cc1,-14%,/,-13%,-13%,-5.2,-9,2%,10%
CCOC(=O)c1ccc(N(C(=O)c2ccco2)C(C(=O)NC2CCCCC2)c2ccncc2)cc1 (stereo not given),-8%,-3%,3%,0%,0.6,-4,-4%,1%
COc1ccc2c(c1)CCc1c-2n[nH]c1C(=O)O,-8%,-35%,1%,-13%,0.4,-26,2%,11%[9.22 µM]
COC[C@@H]1CCCN1[C@H]1CS(=O)(=O)N[C@@H]1COCc1ccccc1,17%,-21%,-13%,7%,-0.5,-1,8%,-7%
COc1ccc(CNC(=O)COc2cc(=O)n(C)c3ccccc23)cc1,3%,8%,-4%,-7%,-2.8,0,-10%,-19%
CCN1CCN(CC(=O)Nc2ccc(C)cc2C)C(=O)C1=O,0%,-16%,2%,8%,-2.6,1,-23%,-2%
COc1ccc(N2CCN(C(=O)CN=C3NS(=O)(=O)C(c4ccc(C)cc4)=C3C)CC2)cc1,-4%,6%,-9%,8%,0.7,/,8%,8%
CCc1ccc(CN(C)CCc2ccccn2)cc1,12%,14%,-7%,6%,-2.6,/,0%,-20%
Cn1c(SCC(=O)c2ccccc2)nnc1-c1cccs1,5%,-12%,-22%,-4%,0.2,4,1%,3%
O=C(COc1ccccc1Cl)NCCNC(=O)c1ccncc1,-1%,37%,-3%,0%,0.1,4,0%,-1%
CC(C)Oc1ccc(C(=O)N2CCN(C(=O)c3ccco3)CC2)cc1,4%,/,-3%,-13%,-3.5,-1,-3%,-11%
NC(=O)CC(NC(=O)Cc1cccc2ccccc12)c1ccc(N2CCN(c3ccccn3)CC2)c([N+](=O)[O-])c1 (stereo not given),-16%,2%,-13%,0%,-2.8,6,-7%,-3%
COc1ccccc1NC(=O)CSc1nnc(CC(=O)Nc2ccccc2F)n1C,-18%,12%,2%,2%,0.3,-1,7%,4%
COc1ccc(-c2noc(COc3ccc4ccccc4c3Br)n2)cc1OC,0%,-4%,-1%,-5%,-1.3,13,-1%,12%
O=C(NC1CCN(Cc2ccccc2)CC1)c1ccccc1,-25%,-24%,-11%,-4%,-0.4,-2,10%,-6%
Cc1cc(NC(=O)CCC(=O)N(Cc2ccccc2)C(C(=O)NC2CCCC2)c2ccc(C)o2)no1 (stereo not given),-7%,29%,-2%,3%,-0.5,2,-6%,3%
CC(=O)Nc1n[nH]c(-c2ccc(C)cc2)c1C,-2%,0%,-3%,-4%,0.8,8,7%,0%
COP1(=O)C[C@@H](O)[C@@H](O)[C@@H](COCc2ccccc2)O1 (stereo not given in full),-5%,-18%,0%,-4%,-0.1,-3,8%,-1%
O=C(NCc1nnc(SCC(=O)N2CCc3ccccc32)o1)c1ccco1,-29%,-6%,-18%,5%,-0.1,0,6%,-3%
Cc1ccc(C(=O)NCCCN2CCOCC2)cc1S(=O)(=O)N1CCCCC1,-5%,4%,0%,-3%,-2.4,-8,-2%,-3%
COc1ccccc1CNC(=O)c1cc(S(=O)(=O)N2CCCCC2)c[nH]1,12%,37%,0%,6%,-1.1,-3,-10%,-9%
CCC(C)(C(=O)NC1CCCCC1)N(C(=O)CNC(=O)c1ccccc1)c1c(C)n(C)n(-c2ccccc2)c1=O (stereo not given),-10%,2%,-9%,-12%,0.4,3,-4%,-3%
CC(C)c1ccc(NC(=O)C2Cc3c(-c4cccc(F)c4)ccnc3O2)cc1 (stereo not given),8%,?,2%,-7%,-0.8,0,-6%,-7%
CCOc1ccccc1CN1CCNC(=O)C1CC(=O)NCCN1CCOC1=O (stereo not given),-2%,-18%,-24%,3%,-2.8,-3,-1%,3%
O=C(C=CC=Cc1ccccc1)c1ccc([N+](=O)[O-])cc1,14%,1%,-9%,-4%,-2.8,-18,-4%,-8%
O=C(NCC1CCCCC1)c1cccc(Br)c1,5%,-2%,6%,-7%,-0.1,-3,-4%,14%
CN1CCN(C(=O)C2=C[C@@H](c3ccc(C(F)(F)F)cc3)C[C@@H](OCCCCO)O2)CC1,5%,-11%,0%,3%,-0.4,3,3%,1%
O=C(c1ccc(F)cc1Cl)N1CCN(S(=O)(=O)c2cccs2)CC1,-23%,17%,-8%,-8%,2.0,1,-6%,-12%
O=C1CC(c2ccc3c(c2)OCO3)Sc2nc3ccccc3n21 (stereo not given),-16%,22%,-18%,-13%,-1.9,/,17%,-40%[inhibitor]
O=C(CN1CCN(c2ccc(O)cc2)CC1)Nc1ccc(S(=O)(=O)N2CCCC2)cc1,-4%,33%,-5%,0%,-0.4,-23,5%,15%
O=C(Cn1[nH]c(=O)c2ccccc2c1=O)OCC(=O)c1ccc(F)c(F)c1,-8%,-25%,-5%,0%,0.1,-1,-4%,16%
CCCCCOC(=O)NC1CCS(=O)(=O)C1 (stereo not given),-12%,-28%,3%,1%,0.3,-1,-8%,-5%
CCOC(=O)C1CCN(C(=O)C(CCSC)NC(=O)c2ccccc2OC)CC1 (stereo not given),-12%,-9%,-7%,5%,-0.4,-1,7%,0%
Cn1c(=O)n(C)c2cc(N3CCOCC3)c(NC(=O)c3cccc(Cl)c3)cc21,7%,-3%,-14%,-2%,-2.8,3,16%,5%
Cc1cc(NC(=O)c2cc3ccccc3oc2=O)no1,14%,3%,-1%,-4%,-0.5,/,-2%,9%
CCOc1cc(/C=C2\CCC/C(=C\c3cc(Cl)c(O)c(OCC)c3)C2=O)cc(Cl)c1O,-8%,26%,?,-18%,-3.5,-25,-2%,-6%
COc1ccc(OC)c(S(=O)(=O)N2CCN(c3ccccn3)CC2)c1,8%,5%,-2%,-14%[57.1 µM],-1.4,/,3%,?
# The list continues:
SMILES,EPAC1 antagonist,FUS suppressor,PLK1 PBD inh,WRN inhibitor,IL2 activator,PI5P4Ka inh,EPAC1 ag,Abeta yeast res
CC(=O)N(C)c1ccc(NC(=O)Nc2ccc(C)cc2)cc1,4%,-13%,0%,0%,-0.1,1,7%,-8%
Cc1ccc(N(CC(O)CN2CCCCC2)S(=O)(=O)c2ccc(C)cc2)cc1 (stereo not given),-5%,14%,-5%,-7%,3.4,-5,3%,3%
CCN(CC)S(=O)(=O)c1ccc(N2CCOCC2)c(NC(=O)C2=COCCO2)c1,-13%,23%,-18%,?,-2.7,-12,3%,13%
COc1ccc(CNC(=O)CCS(=O)(=O)c2ccc3c(c2)NC(=O)C(C)S3)cc1 (stereo not given),-7%,33%,-21%,-13%,-1.1,-7,7%,-5%
Cc1cccc(N2CCN(C(=O)Cn3sc4nc(C)cc(C)c4c3=O)CC2C)c1 (stereo not given),3%,18%,1.7µM*,3%,0.9,-55*,5%,-53%[inhibitor]
COc1ccccc1N=NNc1ccc(S(=O)(=O)NC(C)=O)cc1,-6%,-1%,-5%,-7%,2.1,?,-9%,-18%
CCOC(=O)c1cc(CC)sc1NC(=O)c1cc(OC)c(OC)c(OC)c1,-12%,9%,-5%,-1%,-0.4,-1,21%,-9%
CN(Cc1nc2ccccc2c(=O)[nH]1)CC(O)COCc1ccco1 (stereo not given),?,17%,-1%,-2%,2.3,-1,15%,29%
CC1(C(=O)O)CCC(C(=O)Nc2ccc3ccccc3c2)C1(C)C (stereo not given),-12%,?,-3%,-7%,-2.4,-4,0%,21%
Cc1ccc(NC(=O)Cn2c(=O)cnc3ccccc32)cc1S(=O)(=O)N(C)C,-9%,/,3%,-21%,-0.5,7,-2%,9%

# Five consecutive records out of the list so far, quoted:
SMILES,EPAC1 antagonist,FUS suppressor,PLK1 PBD inh,WRN inhibitor,IL2 activator,PI5P4Ka inh,EPAC1 ag,Abeta yeast res
CC(=O)N(C)c1ccc(NC(=O)Nc2ccc(C)cc2)cc1,4%,-13%,0%,0%,-0.1,1,7%,-8%
Cc1ccc(N(CC(O)CN2CCCCC2)S(=O)(=O)c2ccc(C)cc2)cc1 (stereo not given),-5%,14%,-5%,-7%,3.4,-5,3%,3%
CCN(CC)S(=O)(=O)c1ccc(N2CCOCC2)c(NC(=O)C2=COCCO2)c1,-13%,23%,-18%,?,-2.7,-12,3%,13%
COc1ccc(CNC(=O)CCS(=O)(=O)c2ccc3c(c2)NC(=O)C(C)S3)cc1 (stereo not given),-7%,33%,-21%,-13%,-1.1,-7,7%,-5%
Cc1cccc(N2CCN(C(=O)Cn3sc4nc(C)cc(C)c4c3=O)CC2C)c1 (stereo not given),3%,18%,1.7µM*,3%,0.9,-55*,5%,-53%[inhibitor]
